Compound activity deposited in PubChem BioAssay by several laboratories.
TRPC4 potent: TRPC4 (mouse) allosteric potentiation | Q9QUQ5 | HEK293 TRPC4beta/mu-opioid, DAMGO EC20, Fluo-4 Ca2+ flux; stronger effect = higher value | B-score at 10 µM | 310,000 compounds, 0.42% hits;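 active = B-score of calcium response area above 5 SD of library B-scores, with initial fluorescence ratio within 5 SD of library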;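 also: B-score of integrated fluorescence ratio over time as area under calcium response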
MrgX1 ag: agonists of human MrgX1 receptor; B-score at 10 µM; Q96LB2; 310,000 compounds, 0.44% hits; MrgX1-HEK293 cells, Fluo-4 calcium fluorescence, agonist mode; stronger effect = higher value;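 active = calcium response B-score plate-corrected fluorescence ratio at least 3 library SD, with starting fluorescence B-score inside 5 SD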
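Material: MrgX1-expressing HEK293 cells; input: 15,000 cells per well; doses: test compound given as first of three sequential additions; schedule: overnight plating before 1 h dye loading; technique: Fluo-4 NW calcium-flux fluorescence, kinetic read; evaluation: baseline-normalised fluorescence change ratio, B-scored; control set: plate-wise positive and negative controls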
TRPC6 inhibitor: mouse TRPC6 channel inhibition. 310,000 compounds, 1.1% hits. HEK293-TRPC6, membrane potential dye, ACh-evoked depolarization; stronger effect = lower value. Q61143. B-score at 10 µM;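 active = B-score under library mean minus 3 SD, initial fluorescence not abnormally high, positive integrated signal ratio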;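 also: B-score derived from integrated fluorescence ratio over the kinetic read; more negative B-score means stronger inhibition of depolarization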
Target sequence (Q61143 whole entry, looked up): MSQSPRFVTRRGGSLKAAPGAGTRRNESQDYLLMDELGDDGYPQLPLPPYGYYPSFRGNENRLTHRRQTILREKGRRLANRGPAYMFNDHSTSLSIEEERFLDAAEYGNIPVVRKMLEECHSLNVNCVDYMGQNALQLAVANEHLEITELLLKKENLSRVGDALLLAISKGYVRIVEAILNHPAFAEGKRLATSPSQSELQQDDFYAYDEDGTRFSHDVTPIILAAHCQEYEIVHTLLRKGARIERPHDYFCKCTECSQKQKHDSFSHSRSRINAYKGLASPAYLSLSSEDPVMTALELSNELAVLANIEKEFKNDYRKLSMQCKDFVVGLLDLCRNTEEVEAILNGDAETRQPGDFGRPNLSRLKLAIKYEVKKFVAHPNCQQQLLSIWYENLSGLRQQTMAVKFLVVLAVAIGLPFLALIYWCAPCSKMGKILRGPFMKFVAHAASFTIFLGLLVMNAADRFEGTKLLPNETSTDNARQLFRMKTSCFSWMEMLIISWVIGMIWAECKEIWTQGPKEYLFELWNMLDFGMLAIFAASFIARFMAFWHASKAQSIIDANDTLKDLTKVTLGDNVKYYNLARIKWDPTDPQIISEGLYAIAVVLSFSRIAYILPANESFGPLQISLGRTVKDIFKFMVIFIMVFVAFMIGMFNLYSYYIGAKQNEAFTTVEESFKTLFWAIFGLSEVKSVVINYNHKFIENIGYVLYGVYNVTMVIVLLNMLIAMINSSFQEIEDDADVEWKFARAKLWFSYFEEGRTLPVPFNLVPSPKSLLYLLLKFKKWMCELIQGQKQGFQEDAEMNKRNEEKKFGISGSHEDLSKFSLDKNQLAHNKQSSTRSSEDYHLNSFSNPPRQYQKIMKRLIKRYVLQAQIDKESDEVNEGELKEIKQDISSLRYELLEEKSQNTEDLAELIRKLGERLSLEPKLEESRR
TRPC4 act: activators of mouse TRPC4 channel; HEK293 TRPC4beta/mu-opioid, Fluo4 calcium fluorescence; stronger effect = higher value; B-score at 10 µM; 310,000 compounds, 0.49% hits; AID 2237;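 active = B-score above 5 SD of library B-scores, and initial fluorescence ratio not above library mean plus 5 SD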;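 also: positive B-score marks a calcium rise read as TRPC4 activation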
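Assay system: HEK293 stable line with TRPC4beta plus mu-opioid receptor. Times: dye 45 min RT, read 110 s. Measured by: kinetic Fluo4 calcium fluorescence. Measure: B score of integrated ratio. Controls: assay buffer as low control, maximal DAMGO as high control.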
MrgX1 allo act: allosterically activates human MrgX1 receptor signaling. Q96LB2. MrgX1-HEK293, Fluo-4 calcium flux, FDSS; stronger effect = higher value. B-score at 10 µM. 310,000 compounds, 0.63% hits. AID 588675;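 active = plate-corrected calcium response at least 3 library SD above typical, normal starting fluorescence, not activating the receptor alone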;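 also: compound read alongside a low EC10 to EC30 dose of BAM8-22 agonist; peak minus trough fluorescence over baseline measured at the second addition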
PolyA inhibitor: blocks polyadenylation in yeast reporter cells; S. cerevisiae SKY197-pL101 polyadenylation reporter, beta-gal luminescence; efflux-impaired pdr1/pdr3 knockout yeast; score 100 = 6 SD above DMSO; calls only at 12 µM; 300,000 compounds, 0.02% hits; AID 1875;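 active = lowest replicate activity score at least 50, where 100 means six control SD above control mean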;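 also: yeast exposed to compound for 9 h at 30 °C; higher score means more reporter readthrough which indicates perturbed polyadenylation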
TRPC6 activator: mouse TRPC6 channel activation; B-score at 10 µM; HEK293-TRPC6 membrane potential dye fluorescence; stronger effect = higher value; Q61143; 310,000 compounds, 0.13% hits;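 active = B-score of the integrated fluorescence ratio above library mean plus 3 SD, and starting fluorescence ratio within library mean plus 5 SD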;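 also: higher score means more depolarization so channel activation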
MrgX1 antag: blocks BAM8-22 activation of human MrgX1 receptor | MRGX1-HEK293 calcium flux, Fluo-4, BAM8-22 antagonism; stronger effect = lower value | AID 588676 | 310,000 compounds, 1.3% hits | Q96LB2 | B-score at 10 µM;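 active = calcium-response B-score plate-corrected more than 3 library SD below zero, starting fluorescence within 5 deviations, no agonist response on first addition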;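 also: peak minus trough fluorescence over baseline after final BAM8-22 challenge near maximal dose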
TRPC4 inh: blocks the mouse TRPC4 cation channel | Q9QUQ5 | HEK293 TRPC4beta/mu-opioid, DAMGO-evoked Fluo4 calcium flux; stronger effect = lower value | B-score at 10 µM | 300,000 compounds, 0.39% hits | AID 2247;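 active = B-score over 3 SD under the library average, no early fluorescence shift, positive overall ratio signal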
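Assay system: HEK293 cells with stable TRPC4beta plus mu-opioid receptor expression. Dosing: single dose. Measured by: Fluo4 Ca2+ flux fluorescence. Also added: DAMGO in two steps, submaximal then maximal. Read-out: B score from integrated Fluo4 fluorescence ratio.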
AI-2 QS modul: modulators of Vibrio harveyi AI-2 quorum sensing system; AID 2094; activity change, % at 7.5 µM; 300,000 compounds, 0.4% hits; Vibrio harveyi JMH597 AI-2 luminescence/OD600 ratio, 9 h; stronger effect = lower value; strain lacks LuxN and CqsS sensors; 0 = neutral-control median; in the data active = activity change below about -75%, passing the limit was not always enough;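 also: luminescence divided by OD600 gain over 9 h not by final OD600 alone; inactives centre near 13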
HIF act: HIF pathway transcriptional activation; U2OS HRE-luciferase reporter, luminescence; normalized: DMSO 0%, desferrioxamine 100%; activation, % at 7.5 µM (by protocol); 300,000 compounds, 0.32% hits; AID 1910;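 active = mean activation of at least 10% of the iron chelator positive control signal, with at least half of replicates also reaching 10%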
* hit, by the source's call; i = inactive; . = not tested or not shown.

SMILES	TRPC4 potent	MrgX1 ag	TRPC6 inhibitor	TRPC4 act	MrgX1 allo act	PolyA inhibitor	TRPC6 activator	MrgX1 antag	TRPC4 inh	AI-2 QS modul	HIF act
O=C(CNc1ccccc1)N/N=C/c1c(O)ccc2ccccc12	i	i	i	i	i	i	i	i	i	61	-1.2
O=C(Nc1ccccc1N1CCOCC1)c1cccc(NS(=O)(=O)c2ccc(F)c(F)c2)c1	i	i	i	i	11*	.	i	i	i	31	-0.2
S=C(NCc1cccnc1)Nc1ccc(Cl)cc1Cl	i	i	i	i	i	i	i	i	i	10	-0.2
CSc1ccc(C(=O)NCC(=O)O)cc1[N+](=O)[O-]	i	i	i	i	i	i	i	i	i	5	0.0
CCOC(=O)CSc1nc(N)c(C#N)cc1C#N	i	i	i	i	i	i	i	i	i	10	0.1
N#CCCn1cc(C(=O)O)c(-c2ccc3ccccc3c2)n1	i	i	i	i	i	i	i	i	i	-4	0.8
Cc1cc(O)c(/C=N/Nc2ccccc2Cl)c(=O)o1	i	i	i	i	i	i	i	i	i	19	-0.2
CS(=O)(=O)c1ccc(Cl)c(NC(=O)C2CC(=O)N(Cc3ccco3)C2)c1 (configuration not stated)	i	i	i	i	i	i	i	i	i	1	-0.9
CCn1c(N2CCN(S(=O)(=O)CC)CC2)nc2ccccc21	i	i	i	126*	i	i	i	i	i	9	-0.5
NC(=O)c1nsc(C(=O)N(c2ccccc2)C(C(=O)NCC2CCCO2)c2cccs2)c1N (configuration not stated)	i	i	i	i	i	i	i	i	i	-3	0.0

Continued (4 carried over from the part before).
SMILES	TRPC4 potent	MrgX1 ag	TRPC6 inhibitor	TRPC4 act	MrgX1 allo act	PolyA inhibitor	TRPC6 activator	MrgX1 antag	TRPC4 inh	AI-2 QS modul	HIF act
Cc1cc(O)c(/C=N/Nc2ccccc2Cl)c(=O)o1	i	i	i	i	i	i	i	i	i	19	-0.2
CS(=O)(=O)c1ccc(Cl)c(NC(=O)C2CC(=O)N(Cc3ccco3)C2)c1 (configuration not stated)	i	i	i	i	i	i	i	i	i	1	-0.9
CCn1c(N2CCN(S(=O)(=O)CC)CC2)nc2ccccc21	i	i	i	126*	i	i	i	i	i	9	-0.5
NC(=O)c1nsc(C(=O)N(c2ccccc2)C(C(=O)NCC2CCCO2)c2cccs2)c1N (configuration not stated)	i	i	i	i	i	i	i	i	i	-3	0.0
COc1cc(/C=C(\C#N)C(=O)NC2CCCCC2)ccc1OCc1ccc(C(=O)O)cc1	i	i	i	i	7.6*	i	i	i	i	-3	0.1
Cc1cc(C(=O)NCc2ccc3c(c2)OCO3)ccc1[N+](=O)[O-]	i	i	i	i	i	i	i	i	i	11	1.4
NC(=O)CSc1nnnn1-c1ccccc1Cl	i	i	i	i	i	i	i	i	i	40	-0.9
Cc1noc(C)c1COc1ccc(CC(=O)NCCc2ccccn2)cc1	i	i	i	i	i	i	i	i	i	6	-0.8
COc1ccccc1N1CCN(C(=O)c2cccc3c(=O)c(C)c(-c4ccccc4)oc23)CC1	i	i	i	i	i	i	i	i	i	-9	0.0
COc1ccc(C(=O)NC(=S)NCCc2ccccc2)cc1	i	i	i	i	i	i	i	i	i	4	0.6
OCCN=C1CCCc2c1[nH]c1ccc(Br)cc21	i	i	i	i	i	i	i	i	i	31	-1.6
O=C(Nc1cccc2ccccc12)c1cn(-c2ccccc2)nc1-c1cccs1	i	i	i	i	i	i	i	i	i	20	0.1
CC(C)Oc1ccc(C(=O)Nc2ccccc2N2CCCC2)cc1	i	i	i	i	i	i	i	i	i	0	1.5
Cc1cccc(C(=O)Nc2cc(OCc3cccc(F)c3)c(Cl)cc2Cl)c1	i	i	i	i	i	i	i	i	i	0	0.5
CCOC(=O)N1CCC(NC(=O)C2CCCCN2S(=O)(=O)c2ccc(F)cc2)CC1 (configuration not stated)	i	i	i	i	i	i	i	i	i	2	-0.2
CC(C)Nc1nc(NC(N)=S)nc(NC(C)C)n1	i	i	i	i	i	i	i	i	i	21	0.1
Cc1ccc(Nc2nnc(SCc3nc4ccccc4c(=O)[nH]3)s2)cc1	i	i	i	i	i	i	i	i	i	10	-1.3
CCOc1ccccc1NC(=S)NC1CC2CCC1C2 (configuration not stated)	i	i	i	i	i	i	i	i	i	18	-66
Cc1nc2[nH]onc2c2nccc(=O)c12	i	i	i	i	i	i	i	i	i	7	-2.6
COc1ccc2c(c1)C=C(CN1CCN(Cc3ccccc3C)C(CCO)C1)CO2 (configuration not stated)	i	i	i	i	i	i	i	i	i	12	-0.1
Cc1cccc(-n2c(SCC(=O)N(C)C3CCS(=O)(=O)C3)nc3ccccc3c2=O)c1C (configuration not stated)	i	i	i	i	i	i	i	i	i	3	-0.1
COCCN(C(=O)Nc1ccc(F)cc1F)c1nc2ccccc2s1	i	i	i	i	i	i	i	i	i	18	3.1
CCNc1nc(N2CCOCC2)nc(N(c2ccccc2)c2ccccc2)n1	i	i	i	i	i	i	i	i	i	15	-0.5
Cc1cc(O)c(NC(=S)NC(=O)c2ccc(-c3ccc(Cl)cc3)o2)cc1C	i	i	i	i	i	i	i	i	i	6	1.1
CC(=O)c1cccc(S(=O)(=O)N2CCCC(c3nc(-c4ccc(C)o4)no3)C2)c1 (configuration not stated)	i	i	i	i	i	i	i	i	i	6	0.0
CCOC(=O)CCCn1nc(C)n2c(cc3sccc32)c1=O	i	i	i	i	i	i	i	i	i	28	-4.9
C/C(N)=C(/C#N)C(=O)CSc1nc2ccccc2c(=O)n1Cc1ccc(C)cc1	i	i	i	i	i	i	i	i	i	31	-0.5
CN1CCN(CCNC(=O)Nc2ccc(Cl)cc2)CC1	i	i	i	i	i	i	i	i	i	17	0.2
COC(=O)C1=C(C)NC2=C(C(=O)CC(C)(C)C2)C1c1ccsc1 (configuration not stated)	i	i	i	i	i	i	i	i	i	-6	-0.7
Cc1ccc(NC(=O)CCC(=O)N/N=C/c2coc3ccc(F)cc3c2=O)cc1	i	i	i	i	i	i	i	i	i	-3	0.2
N#Cc1ccc(CSc2nc(N)cc(N)n2)cc1	i	i	i	i	i	i	i	i	i	31	-8.1
CC(C)N(C(=O)CS(=O)(=O)c1ccc(Cl)c(Cl)c1)C(C)C	i	i	i	i	i	i	i	i	i	3	-0.2
O=C(CCNS(=O)(=O)c1ccc(Br)cc1)NC1CCN(Cc2ccccc2)CC1	i	i	i	i	i	i	i	i	i	10	0.0
COCCN(C(=O)Nc1ccc(OC)cc1OC)C1CCN(C(C)C)CC1	i	i	i	i	i	i	i	i	i	0	-0.2
Cc1ccnc2c(N3C(=O)C4C5c6ccccc6C(c6ccccc65)C4C3=O)cccc12 (configuration not stated)	i	i	i	i	i	i	i	i	i	13	-0.4
COc1ccc(N2CCN(C(=O)CSc3nnc(-c4cccnc4)n3-c3ccccc3)CC2)cc1	i	i	i	i	i	i	i	i	i	7	-0.4
N#CC1=C(N)Nc2ncnn2C1c1ccc(F)cc1 (configuration not stated)	i	i	i	i	i	i	i	i	i	14	0.6
COc1cc(-c2noc(-c3cccc(Cl)c3)n2)cc(OC)c1OC	i	i	i	i	i	i	i	i	i	15	0.3
CC(=O)c1ccc(NC(=O)CO/N=C(\C)c2cccs2)cc1	i	i	i	i	i	i	i	i	i	-42	-0.4
CC(C)c1ccc(NC(=O)C(c2ccccc2)N2CC(=O)Nc3ccccc32)cc1 (configuration not stated)	i	i	i	i	i	.	i	i	i	6	2.7
O=C(NC1(C(F)(F)F)NC(=O)N(Cc2cccnc2)C1=O)c1ccccc1 (configuration not stated)	i	i	i	i	i	i	i	i	i	3	-0.1
Cc1cccn2c(=O)c(/C=C(\C#N)C(=O)NCc3ccco3)c(N3CCOCC3)nc12	i	i	i	i	i	i	i	i	i	28	-0.5
COC(=O)C1=C(C)N(C)C(=O)NC1c1ccc(C)cc1 (configuration not stated)	i	i	i	i	i	i	i	i	i	13	-0.2
COC(=O)COc1ccc(S(=O)(=O)NCc2ccc3c(c2)OCO3)cc1	i	i	i	i	i	i	i	i	i	-3	1.2
CC1CCC(NC(=O)C2CCN(C(=O)NC3CCCCC3)CC2)CC1 (configuration not stated)	i	.	i	i	.	i	i	.	i	-4	-0.3
COC(=O)C1C(=O)c2c([nH]c(C(=O)OC3CCCCC3)c2C)CC1C (configuration not stated)	i	i	i	i	i	i	i	i	i	19	4.5
CCn1c2ccccc2c2cc(NC(=O)C(C)Oc3ccccc3)ccc21 (configuration not stated)	i	i	i	i	i	i	i	i	i	15	-0.5
O=[N+]([O-])c1ccc(N2CCOCC2)cc1N1CCCCC1	i	i	i	i	i	i	i	i	i	7	0.3
CC12CCC(=O)N1C(C(=O)Nc1nc(-c3ccc(F)c(F)c3)cs1)CS2 (configuration not stated)	i	i	i	i	i	i	i	i	i	7	0.3
COCCn1c(SCc2ccc(F)cc2)nc2c1c(=O)[nH]c(=O)n2C	i	i	i	i	i	i	i	i	i	-4	-1.8
COc1cccc(NC(=O)COC(=O)CNS(=O)(=O)c2c(F)cccc2F)c1	i	i	i	i	i	i	i	i	i	0	0.1
COc1ccc(CNC(=O)CS(=O)Cc2nc(-c3ccccc3C)oc2C)cc1 (configuration not stated)	i	i	i	i	i	i	i	i	i	10	-0.1
Cc1ccc(S(=O)(=O)Nc2ccncc2)c(C)c1N(C)S(=O)(=O)c1ccc(F)cc1	i	i	i	i	i	i	i	i	i	4	0.2
CCOC(=O)C1CCN(CCC(=O)Nc2ccc(Br)cc2)CC1	i	i	i	i	i	i	i	i	i	54	-17
C/C(CCC(C)C)=N\Nc1cc(C)c2ccccc2n1	i	i	i	i	10*	i	i	i	i	.	0.4
CNC(=S)N(C1=NCC(c2ccc([N+](=O)[O-])cc2)S1)c1ccccc1 (configuration not stated)	i	i	i	i	i	i	i	i	i	-7	0.4
CC(C)(C)c1ccc(C(=O)NCc2nnc(SCC(=O)NCC3CCCO3)o2)cc1 (configuration not stated)	i	i	i	i	i	i	i	i	i	-3	-0.2

Only part of the results is shown; count on the stated rates, not on these rows.
